# VLA-4 inh: inhibition in a human VLA-4 binding assay; P13612; VLA-4 expressing cells, ligand binding flow cytometry; inhibition, % (about 7 µM as worked out from the volumes in the protocol); 0.2% of 330,000 active; in the data active = inhibition above about 50%
# proCasp3 act: procaspase-3 (human) activation. P42574. recombinant procaspase-3 D3A, Ac-DEVD-pNA absorbance 405 nm. activation, % at 8.5 µM. 0.11% of 330,000 active;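 active = activation above the mean of all tested compounds plus 3 SD, cut at about 21% in these data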;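 also: 0% = DMSO alone and 100% = DMSO wells spiked with extra 5 µM PC-3 D3A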
#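 Assay system: Procaspase-3 D3A mutant, all three cleavage aspartates alanine. Buffer or medium: Zinc-free HEPES saline buffer with Triton X-100. Times: 1 h compound preincubation, 2 h substrate hydrolysis at 25 °C. Measured by: 405 nm absorbance of p-nitroaniline, reads at 0 and 120 min. Read-out basis: percent activation relative to control range. Replicates: singlicate.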
# core dimer inh: blocks dimerization of HCV core protein; 0.33% of 300,000 active; inhibition, % at 5 µM; TR-FRET GST/Flag-core106 dimerization, 1536-well;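 active = inhibition above the mean of all tested compounds plus 3 SD, set per screening campaign, cut at about 45% in these data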
#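 Assay system: tagged HCV core106 pair (GST and Flag); medium: KF-containing HEPES buffer, pH 7.45, DTT, CHAPS, BSA; also added: Eu donor and XL665 acceptor anti-tag antibodies; dosing: 5 µM single dose; timing: compound-protein-antibody incubation 4 h at 22.5 °C; signal: TR-FRET 671 and 617 nm emission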
# PP5 inh: PP5 (human) phosphatase inhibition. P53041. 0.18% of 320,000 active. purified PP5c, OMFP substrate fluorescence. inhibition, % at 6.7 µM;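 active = inhibition above the campaign's mean inhibition across all tested compounds plus 3 SD, cut at about 9.5% in these data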;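 also: 0% = DMSO only and 100% = 100 µM cantharidin control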
# Target sequence (P53041 whole entry, looked up): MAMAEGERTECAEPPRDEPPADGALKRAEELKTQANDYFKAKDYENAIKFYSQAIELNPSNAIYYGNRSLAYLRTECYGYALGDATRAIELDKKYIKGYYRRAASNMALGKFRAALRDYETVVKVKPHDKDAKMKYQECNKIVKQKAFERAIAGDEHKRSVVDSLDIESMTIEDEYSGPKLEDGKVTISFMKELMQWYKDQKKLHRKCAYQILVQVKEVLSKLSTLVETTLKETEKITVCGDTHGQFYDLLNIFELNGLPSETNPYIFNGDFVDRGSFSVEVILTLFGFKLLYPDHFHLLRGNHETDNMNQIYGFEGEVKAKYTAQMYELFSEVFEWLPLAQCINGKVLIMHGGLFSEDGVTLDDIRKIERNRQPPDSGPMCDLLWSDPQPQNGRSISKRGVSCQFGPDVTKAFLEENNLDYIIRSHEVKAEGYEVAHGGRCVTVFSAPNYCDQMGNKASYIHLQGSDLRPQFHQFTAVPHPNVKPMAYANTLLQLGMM
# JMJD2C inh: blocks human GASC-1 demethylase activity. Q9H3R0. GST-JMJD2C(1-420) H3K9me3 demethylation, DELFIA europium. inhibition, % at 2.35 µM. 0.069% of 330,000 active;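 active = more than half of a compound's replicate wells show inhibition beyond 50%, single wells judged on their own value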;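 also: signal counts dimethyl H3K9 product captured on neutravidin plate; 0% = median of DMSO wells and 100% = 0.3 times that DMSO median; strong numbers were not always called active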
# Target sequence (Q9H3R0 1-420 limits assumed): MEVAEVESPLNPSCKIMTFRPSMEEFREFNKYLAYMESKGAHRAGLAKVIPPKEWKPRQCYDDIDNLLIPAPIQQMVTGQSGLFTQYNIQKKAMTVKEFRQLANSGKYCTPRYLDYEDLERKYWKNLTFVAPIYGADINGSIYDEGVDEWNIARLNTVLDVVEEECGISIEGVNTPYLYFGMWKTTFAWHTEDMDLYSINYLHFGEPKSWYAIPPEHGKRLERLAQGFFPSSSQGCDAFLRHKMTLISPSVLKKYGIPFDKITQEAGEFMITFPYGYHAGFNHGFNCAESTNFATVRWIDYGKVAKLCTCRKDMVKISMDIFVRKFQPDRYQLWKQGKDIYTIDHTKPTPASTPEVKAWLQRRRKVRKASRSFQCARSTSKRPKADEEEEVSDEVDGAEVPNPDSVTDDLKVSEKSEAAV
# PP1 counter: counter-screen for PP5 inhibitors: inhibitors of human PP1-alpha; P62136; purified PP1alpha, OMFP fluorescence; inhibition, % at 6.7 µM; 0.9% of 320,000 active;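 active = inhibition above the mean inhibition of all tested compounds plus 3 SD, computed separately for each screening campaign, cut at about 15% in these data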
# proCasp7 act: counter-screen: procaspase-7 (human) activation. P55210. recombinant procaspase-7, Ac-DEVD-pNA absorbance 405 nm; D23A/D198A/D206A triple mutant, cannot self-cleave; scale: DMSO 0, 5 µM enzyme 100. activation, % at 8.5 µM. 0.093% of 330,000 active. AID 463210;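 active = percent activation above the screen-wide mean plus 3 SD, cut at about 25% in these data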
#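 Replicates: singlicate. Assay system: Procaspase-7 triple mutant (PC-7 D3A). Signal: 405 nm absorbance of p-nitroaniline. Times: 1 h preincubation, 2 h reaction. Buffer or medium: Zinc-free HEPES pH 7.4 with 300 mM NaCl, 0.01% Triton X-100. Also added: DEVD-pNA substrate. Benchmarks: DMSO wells as 0%, DMSO with 5 µM added PC-7 as 100%.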
# GRK2 inh: human GRK2 inhibition via aptamer displacement | P25098 | bead flow cytometry, FAM-aptamer displacement from GRK2 | inhibition of aptamer binding, % at 10 µM | 0.59% of 330,000 active;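 active = inhibition of aptamer binding above 40%, roughly 3 SD of noise, on plates passing a quality check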;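 also: median bead fluorescence of bound FAM aptamer so fluorescent compounds give negative values; no value below 0 was filed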
# Fh CTSL1 inh: counter-screen for PFM18AAP inhibitors: inhibitors of F. hepatica cathepsin L1 | 0.49% of 300,000 active | inhibition, % at 5.96 µM | AID 1906 | recombinant F. hepatica cathepsin L1, Z-Leu-Arg-MCA fluorescence;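 active = inhibition above the mean of all tested compounds plus 3 SD, set per screening campaign, cut at about 17% in these data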;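 also: 0% = plate median of test compound wells and 100% = 1 µM Z-Phe-Ala-diazomethylketone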
# An asterisk follows results filed as active; i = inactive; x = not tested or not shown.
SMILES,VLA-4 inh,proCasp3 act,core dimer inh,PP5 inh,JMJD2C inh,PP1 counter,proCasp7 act,GRK2 inh,Fh CTSL1 inh
CC#CCN1c2ccccc2[C@]23C[C@@H](C(=O)OC)N(C(=O)c4ccco4)C2=NC(C(=O)OC)=C(C(=O)OC)[C@H]13,8,-1,-5,0.6,-4,2,3,12,-4
CC(/C=C/c1ccccc1F)=N\NC(=O)c1ccc(Cl)cc1,1,-1,2,2.2,10,-4,-14,2,-6
CCOC(=O)[C@@H]1[C@H]2COc3ccccc3[C@@H]2N2C(=O)N(c3ccccc3)C(=O)[C@@]12C,15,-2,4,0.8,3,-4,11,0,2
O=C(O)Cc1sc(NC2CCCCC2)nc1-c1ccc(Cl)cc1,i,-10,-12,4.0,14,4,-27,0,2
CC(C)NC(=S)NNC(=O)C12CC3CC(CC(C3)C1)C2,6,-3,-3,2.2,-6,-3,-2,1,-3
COc1ccc(C)cc1S(=O)(=O)N1CCN(C(=O)c2ncoc2-c2cccc(F)c2)CC1,-1,-7,3,1.0,1,1,7,0,1
S=c1nc(-c2ccccc2)[nH]n1-c1ccccc1,3,-9,0,0.4,1,-3,-14,2,-1
COc1ccc(NC(=O)Nc2ccc3c(c2)CCC3)c(OC)c1,-7,0,-3,-0.3,-1,5,-2,4,1
CCCOc1nc(C)cc(COC)c1C(N)=O,-2,7,-3,1.3,-1,-2,0,1,0
C[C@H](CO)N1C[C@H](C)[C@@H](CN(C)C(=O)NC2CCCCC2)Oc2ccc(NC(=O)Cc3ccccc3)cc2C1=O,-14,2,x,x,20,x,9,0,x
CCCOc1ccc(CCN2CCC(=O)NC2=O)cc1C,0,12,-7,0.7,0,1,-4,3,-1
COc1ccc(COC(=O)C2CC(=O)N(Cc3ccc(C)cc3)C2)cc1 (centres undefined),3,-3,-4,0.6,-15,0,1,1,-2
COc1cccc(N2CCN(C(=O)C3CCN(S(=O)(=O)c4cccs4)CC3)CC2)c1,-1,-3,2,2.0,1,-2,10,0,-4
Cc1ccc(C(=O)N/N=C(\CC(C)C)c2ccccc2)cc1,0,-2,2,-2.2,0,1,-8,1,2
CC(C)(C)NC(=O)C(c1cccnc1)N(C(=O)c1csnn1)c1ccccc1 (centres undefined),1,-8,3,-0.3,-12,-6,1,0,0
CN(Cc1ccccc1)C(=O)c1ccccc1NC(=O)c1ccco1,-10,0,-2,-0.1,6,-2,-1,2,0
CC1(C(=O)O)CCC(C(=O)Nc2ccccc2O)C1(C)C (centres undefined),2,-3,-6,-1.6,-6,-7,11,4,-1
CCOC(=O)c1ccc(NCn2c(=O)oc3ccccc32)cc1,-329,0,-5,-1.3,2,-4,7,2,-7
COc1ccc(NC(=S)NCC2CCN(c3ccc(OC)cc3)C2)cc1 (centres undefined),10,-10,-10,0.6,-6,-2,2,0,0
Cc1ccc(C)c(C(=O)CC2(O)C(=O)N(C)c3ccccc32)c1 (centres undefined),-5,0,0,2.6,10,-1,6,0,-2
Cn1nnnc1SCCNCc1cc(Cl)ccc1OCc1ccccc1,-12,3,0,1.4,4,0,-9,0,2
COc1ccc(CN2CCN(C(=O)CC(C)C)CC2)cc1,9,0,-1,1.1,-4,0,-3,2,-3
Cc1cc(S(=O)(=O)ON2C(=O)c3ccccc3C2=O)ccc1F,-4,2,-4,-0.4,2,2,3,4,4
CCOC(=O)c1ccc(NC(=S)N2CCN(c3ccc(N4CCOCC4)nn3)CC2)cc1,14,1,9,0.3,-4,-2,-9,3,2
O=C(N/N=C/c1cc2c(cc1Br)OCO2)c1cc2ccccc2o1,17,-2,13,1.1,-1,2,1,0,1

# A draw from above in order of heavy-atom count, high to low:
SMILES,VLA-4 inh,proCasp3 act,core dimer inh,PP5 inh,JMJD2C inh,PP1 counter,proCasp7 act,GRK2 inh,Fh CTSL1 inh
C[C@H](CO)N1C[C@H](C)[C@@H](CN(C)C(=O)NC2CCCCC2)Oc2ccc(NC(=O)Cc3ccccc3)cc2C1=O,-14,2,x,x,20,x,9,0,x
COc1ccc(C)cc1S(=O)(=O)N1CCN(C(=O)c2ncoc2-c2cccc(F)c2)CC1,-1,-7,3,1.0,1,1,7,0,1
COc1cccc(N2CCN(C(=O)C3CCN(S(=O)(=O)c4cccs4)CC3)CC2)c1,-1,-3,2,2.0,1,-2,10,0,-4
COc1ccc(COC(=O)C2CC(=O)N(Cc3ccc(C)cc3)C2)cc1 (centres undefined),3,-3,-4,0.6,-15,0,1,1,-2
Cc1cc(S(=O)(=O)ON2C(=O)c3ccccc3C2=O)ccc1F,-4,2,-4,-0.4,2,2,3,4,4
CC(/C=C/c1ccccc1F)=N\NC(=O)c1ccc(Cl)cc1,1,-1,2,2.2,10,-4,-14,2,-6
CCCOc1nc(C)cc(COC)c1C(N)=O,-2,7,-3,1.3,-1,-2,0,1,0

# Compounds from the list above containing a COOH group (2):
SMILES,VLA-4 inh,proCasp3 act,core dimer inh,PP5 inh,JMJD2C inh,PP1 counter,proCasp7 act,GRK2 inh,Fh CTSL1 inh
O=C(O)Cc1sc(NC2CCCCC2)nc1-c1ccc(Cl)cc1,i,-10,-12,4.0,14,4,-27,0,2
CC1(C(=O)O)CCC(C(=O)Nc2ccccc2O)C1(C)C (centres undefined),2,-3,-6,-1.6,-6,-7,11,4,-1

# Next part
SMILES,VLA-4 inh,proCasp3 act,core dimer inh,PP5 inh,JMJD2C inh,PP1 counter,proCasp7 act,GRK2 inh,Fh CTSL1 inh
CCOc1ccc(N2CC(C(=O)OCC(=O)NCc3ccccc3)CC2=O)cc1 (centres undefined),4,0,5,1.3,1,-4,7,0,-23
COc1ccc(C)cc1-n1nnnc1SCc1nc2ccccc2c(=O)[nH]1,-19,-1,0,-0.9,2,10,-5,0,7
Cc1ccc(CCN2CC(C(=O)NC(C)C)CC2=O)cc1 (centres undefined),-14,-4,8,-1.0,-4,3,1,0,-6
CCOc1ccc(/C=C2\SC(=S)NC2=O)cc1OC,3,-6,2,-0.6,-5,-3,-9,3,4
C/C(CC(=O)Nc1ccccn1)=N\NC(=O)c1ccncc1,15,-10,-10,0.9,1,-5,-4,0,0
Cc1ccc(S(=O)(=O)N2CCCCC2)cc1C(=O)OCC(=O)N1c2ccccc2NC(=O)C1(C)C,4,-2,x,x,-5,x,4,0,x
CCOC(=O)C1=NN(c2ccc([N+](=O)[O-])cc2)CC1C(=O)OC (centres undefined),8,-7,1,2.1,2,0,-9,2,0
CN(CC(=O)Nc1cccc(F)c1)C(=O)c1cccc(S(=O)(=O)N2CCN(c3ccccc3)CC2)c1,3,4,5,4.7,-9,-4,3,0,0
CCN(CC)S(=O)(=O)c1cccc(C(=O)Oc2cccc(NC(=O)c3cccs3)c2)c1,2,-7,15,3.7,19,-4,-9,0,-3
COc1cc2c(cc1OC)CN(C(=O)c1ccc(Br)o1)CC2,8,-12,1,1.4,6,1,-14,0,8
CC1CCC(NCC(=O)Nc2cccc(S(N)(=O)=O)c2)CC1 (centres undefined),1,5,0,-1.3,-7,-4,6,1,-1
O=S(=O)(/N=C(/Nc1nc2ccccc2s1)c1ccccc1)c1ccccc1,1,1,x,0.7,-11,0,-8,0,x
O=C(Nc1ccc2c(c1)OCO2)c1ccc(N2C(=O)c3ccccc3C2=O)cc1,-2,-7,13,3.3,-3,4,-3,0,-2
O=C(NC1CCN(S(=O)(=O)c2ccc(Cl)cc2)CC1)C1CCCCC1,5,0,-11,-1.6,-8,1,1,0,3
COc1ccc(OCc2ccc(C(=O)O)cc2)cc1,5,9,-1,0.4,12,-2,3,3,2
CCC(C(=O)OC)n1cnc2c(nnn2-c2cccc(Cl)c2)c1=O (centres undefined),11,4,22,3.2,10,3,-2,1,-1
Cc1ccc(C(=O)N/N=C\c2cc(Br)c(Br)o2)cn1,-10,-5,-1,0.6,-7,-2,-10,0,10
CCCCC(=O)Nc1cc([N+](=O)[O-])ccc1F,-3,4,0,0.2,2,-5,-2,3,-3
O=C(OCC(=O)c1ccc[nH]1)c1cncc(Br)c1,0,0,x,2.0,0,-1,-2,1,x
O=C(O)C1(c2ccccc2)CCN(S(=O)(=O)c2ccc(Cl)cc2)CC1,1,-5,6,4.9,-47,-2,16,0,2
CC1=CC(C)(C)NC(=S)N1c1ccccc1,0,2,8,2.0,x,-2,-4,1,2
Cc1ccc(N2C(=O)c3ccccc3C2O)nc1 (centres undefined),-2,-5,-7,0.6,8,-2,7,0,1
Cc1cc2ccc3ccccc3c2cc1CN(C)C,7,-2,4,-2.6,5,-5,8,0,1
COc1ccc(/C=N/NC(=O)c2cc(-c3ccccc3)nc3ccccc23)c(C(=O)O)c1OC,2,7,10,-3.5,0,-4,13,2,-5
CC(C)n1cc(C(=O)N2CCCC(N3CCN(c4ccc(F)cc4)CC3)C2)cn1 (centres undefined),-4,3,1,2.4,-3,-5,12,0,-1
O=C(Nc1c(F)cc(F)cc1Br)c1ccco1,25,-2,1,3.4,34,-4,-7,0,-2
Cc1noc(C(C)C)c1C(=O)Nc1ccc(-c2nnc3n2CCCCC3)cc1,10,1,x,-1.5,10,-6,10,0,x
CCOc1cc(C2NC(=O)NC(C)=C2C(=O)OCc2ccccc2)ccc1O (centres undefined),-6,3,-4,4.8,-14,0,13,1,-2
CCCn1nc(C(=O)N(C)CC(=O)Nc2ccc(OCC)c(OCC)c2)c2ccccc2c1=O,-2,-4,x,2.0,-4,0,11,2,x

# Reformatted with values under each structure: part of the list above.
# Sequence of screens – VLA-4 inh | proCasp3 act | core dimer inh | PP5 inh | JMJD2C inh | PP1 counter | proCasp7 act | GRK2 inh | Fh CTSL1 inh
CC(C)n1cc(C(=O)N2CCCC(N3CCN(c4ccc(F)cc4)CC3)C2)cn1 (centres undefined)
 : -4 | 3 | 1 | 2.4 | -3 | -5 | 12 | 0 | -1
O=C(Nc1c(F)cc(F)cc1Br)c1ccco1
 : 25 | -2 | 1 | 3.4 | 34 | -4 | -7 | 0 | -2

# Assay outcomes deposited in PubChem by several laboratories.
